Rab9 promoter act = activates the Rab9 promoter. Potency, µM (series often up to 9.22 µM), for the others: top-dose activation, negative = inhibition, usual class: activators. Huh7 Rab9 promoter-luciferase reporter, luminescence, 24 h. 320,000 tested, 2.8% active. AID 485297; note: potency is the fitted concentration of half-maximal effect; % of control where 0% means no effect; nearly all actives have a fitted effect of over 60% in size
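Cell-based reporter: Huh7 stable for Rab9 promoter-driven luciferase, plated in reduced-serum medium with 10% FBS at 1500 cells/well, compound-treated 24 h at 37 °C, luminescence read after 10 min reagent.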
Menin MLL FP TR = inhibitors of human menin-MLL interaction, mutant MLL peptide; 270,000 tested, 0.23% active; Potency, µM (series often up to 61.6 µM), without a hit: at the highest dose FP activity change, negative = inhibition, most hits filed as inhibitors; Menin + Texas Red MLL mutant peptide, fluorescence polarization; O00255; active = well fitted inhibition curve with a large enough effect in the polarisation, with a control signal flat, not every such curve was filed as active; inconclusive = small, poorly fitted or top-dose-only effect, or effect the other way, or a change in a side signal; inactive = no such curve, though single readings can be large or run the other way; the % refers to the polarisation; note: potency is the fitted concentration of half-maximal effect; % of control where 0% means no effect; many of its hits are not listed in these tables
Target sequence (O00255 whole entry, looked up): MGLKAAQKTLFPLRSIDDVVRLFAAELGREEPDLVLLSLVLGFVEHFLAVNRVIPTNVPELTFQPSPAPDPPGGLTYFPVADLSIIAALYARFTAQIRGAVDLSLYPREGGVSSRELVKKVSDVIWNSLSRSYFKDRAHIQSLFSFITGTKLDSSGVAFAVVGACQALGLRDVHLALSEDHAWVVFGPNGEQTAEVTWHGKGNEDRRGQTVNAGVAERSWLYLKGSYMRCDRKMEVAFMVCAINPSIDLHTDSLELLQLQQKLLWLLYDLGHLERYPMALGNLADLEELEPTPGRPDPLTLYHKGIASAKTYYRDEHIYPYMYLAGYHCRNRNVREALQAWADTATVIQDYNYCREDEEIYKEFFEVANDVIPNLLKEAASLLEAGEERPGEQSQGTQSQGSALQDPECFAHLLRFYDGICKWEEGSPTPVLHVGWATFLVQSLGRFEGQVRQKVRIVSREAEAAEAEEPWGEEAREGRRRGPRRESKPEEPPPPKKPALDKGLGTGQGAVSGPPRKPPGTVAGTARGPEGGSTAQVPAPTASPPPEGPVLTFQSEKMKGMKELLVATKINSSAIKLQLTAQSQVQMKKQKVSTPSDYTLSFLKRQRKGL
FLuc counter = counter-screen for miR-21 project: firefly luciferase inhibitors or activators; P08659; purified FLuc, Km substrates, luminescence inhibition; Potency, µM (series often up to 57.5 µM), for inactives: top-dose activity change, negative = inhibition, actives largely listed as inhibitors; 360,000 tested, 6.9% active; AID 588342;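 note: potency is the fitted concentration of half-maximal effect; plate controls were vehicle for no effect and reference inhibitor for full effect; nearly all actives have a fitted effect of over 55% in size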
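Biochemical qHTS of compounds, final roughly 60 µM downward over six points, against 10 nM purified firefly luciferase using Km concentrations of substrates (10 uM D-luciferin, 10 uM ATP) in Tris acetate pH 7.5 buffer; luminescence output.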
NPC1 promoter act = NPC1 promoter activation | Huh7 NPC1 promoter luciferase reporter, 24 h | 320,000 tested, 2.4% active | AID 485313 | Potency, µM (titrated, usually from 9.22 µM), without a hit: top-dose activation, hits mostly activators;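 note: potency is the fitted concentration of half-maximal effect; % of control where 0% means no effect; nearly all actives have a fitted effect of over 60% in size; reporter is driven by a mutant NPC1 promoter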
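Quantitative HTS used a cell-based reporter: Huh7 cells stably bearing the NPC1 promoter upstream of luciferase were treated with compounds for 24 h, and promoter activation was read as luminescence.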
RORgamma inh = blocks mouse ROR gamma transcriptional activity. Drosophila S2 Gal4-RORgamma UAS-luciferase reporter, 20 h. Potency, µM (top dose mostly 53.6 µM), for inactives: top-dose activity change, negative = inhibition, most hits filed as inhibitors. 310,000 tested, 5.4% active; note: potency is the fitted concentration of half-maximal effect; % is set by controls: 0 for no effect and ±100 for the full control effect; nearly all actives have a fitted effect of over 60% in size
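Drosophila Schneider cells stably carrying a metallothionein-driven Gal4 DBD–ROR gamma fusion and a UAS-Photinus luciferase reporter were exposed to compound for 1 hr, then induced with copper sulfate (700 uM final) for 20 hr at ambient temperature before luminescence reading.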
p53 reactivator = mutant p53 re-activation in reporter cells; 320,000 tested, 0.063% active; AID 504706; H1299 p53-A138V BP100-luciferase reporter, luminescence, 24 h; Potency, µM (highest dose often 92.2 µM), without a hit: at the highest dose activity change, positive = activation, usual class: activators; note: potency is the fitted concentration of half-maximal effect; % of control where 0% means no effect; nearly all actives have a fitted effect of over 45% in size
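H1299 (p53-null), stable ts p53-A138V + BP100-Luc; 1000 cells/well, Opti-MEM/10% FBS; cpd 4 pt, 1:5; 24 h, 37 deg C, 5% CO2; detection reagent 10 min RT; luminescence.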
VP16 counter = Gal4-VP16 reporter inhibition counter-screen; Drosophila S2 Gal4-VP16 UAS-luciferase, luminescence, 20 h; Potency, µM (highest dose often 53.6 µM), for inactives: at the highest dose activity, negative = inhibition, most hits filed as inhibitors; 310,000 tested, 3.5% active; AID 2546;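 note: Gal4-VP16 expression switched on by copper sulfate through the metallothionein promoter; potency is the fitted concentration of half-maximal effect; % is set by controls: 0 for no effect and ±100 for the full control effect; nearly all actives have a fitted effect of over 50% in size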
Giardia killer = kills Giardia lamblia. Giardia lamblia trophozoite viability. activity change, % at 7.66 µM, hits read low. 340,000 tested, 0.15% active. AID 540267; in the data active = activity change below about -80%; inconclusive = between about -30% and that limit;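 note: parasites exposed to compound for two days anaerobically before the ATP read; % is set by controls: 0 for no effect and ±100 for the full control effect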
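Giardia trophozoites, 100 cells per well, were exposed to compounds for 48 hrs at 37 deg C under anaerobic conditions; viability was then read as ATP content by bioluminescence after 15-30 min at room temperature.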
BRCA1 expr act = activators of BRCA1 expression; Potency, µM (series often up to 46.1 µM), for the others: at the top dose activation, hits mostly activators; 380,000 tested, 1.1% active; MCF7-BRCA1-FFLuc reporter, luminescence, 48 h; response scale: scaled: vehicle 0%, 10 µM genistein 100%; note: potency is the fitted concentration of half-maximal effect; nearly all actives have a fitted effect of over 80% in size; some results filed as inactive show a strong effect at the top dose
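Using MCF7 cells harboring a BRCA1 firefly luciferase reporter, plated 2 h before compound pinning, the screen measured luminescence after 48 h incubation. Responses were normalized to DMSO and 10 microM genistein, then fitted for concentration-effect.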
PKM2 act = increases activity of human pyruvate kinase M2 | purified PKM2, Kinase-Glo ATP luminescence, activation; response scale: 0% is enzyme alone, no compound | Potency, µM (series often up to 57.5 µM), without a hit: top-dose activation, usual class: activators | 260,000 tested, 0.34% active | AID 1631; note: potency is the fitted concentration of half-maximal effect; % is set by controls: 0 for no effect and ±100 for the full control effect; nearly all actives have a fitted effect of over 55% in size
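ATP formation by purified human PK-M2, quantified via coupled luciferase luminescence after 1 h at room temperature with 0.1 mM ADP and 0.5 mM PEP final.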
ELG1 genotox = induces genotoxicity in HEK293T cells with luciferase-tagged ELG1. AID 504466. Potency, µM (titrated, usually from 46 µM), without a hit: at the highest dose activity change, positive = activation, hits mostly activators. 330,000 tested, 1.3% active. HEK293T ELG1-luciferase reporter, luminescence, 16 h; note: potency is the fitted concentration of half-maximal effect; % of control where 0% means no effect; nearly all actives have a fitted effect of over 60% in size
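HEK293T cells expressing luciferase-tagged ELG1 were treated with compound or DMSO for 16 hr at 37°C. Luciferase activity was then read after 30 min with ONE-Glo at room temperature; rising signal flags genetic stress.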
* = called active by the depositor; ? = inconclusive; . = no result given; & = joins results of further samples; [ ] = remark or other dose. Unless noted, calls come from the whole dose curve; as a rule, active = well fitted curve in the direction sought with a large enough effect; inconclusive = small, poorly fitted or top-dose-only effect, or another doubt; inactive = no such curve, though single readings can be large; an effect the other way counts as inactive or inconclusive. This is a subset; count on the stated rates, not on these rows.

compound	Rab9 promoter act	Menin MLL FP TR	FLuc counter	NPC1 promoter act	RORgamma inh	p53 reactivator	VP16 counter	Giardia killer	BRCA1 expr act	PKM2 act	ELG1 genotox
CCNC(=O)C1CCCN1S(=O)(=O)c1ccc(C)cc1 (configuration not stated)	-3%	-3%	1%	0%	-8%	8%	4%	-12	1%	-3%	0%
CCOP(=O)(c1ccccc1)C1(O)CCCCC1 (configuration not stated)	-4%	0%	4%	0%	0%	-4%	2%	-1	0%	-7%	1%
Cc1cc(Br)c(S(=O)(=O)NCCN2CCOCC2)cc1C	5%	0%	2%	-2%	11%	?	-5%	1	4%	1%	0%
COc1ccc(CCNC(=O)CSc2nn(-c3ccccc3)c(=S)s2)cc1OC	-1%	9%	0%	-4%	14%	-22%	-5%	-7	-22%	8%	0%
Cc1occc1C(=O)Nc1ccc([N+](=O)[O-])cc1Br	7%	.	2%	-1%	8%	2%	6%	-9	39%	-9%	12%
C/C(=N/NC(=O)c1cccs1)c1ccc(NC(=O)COc2ccc(Cl)cc2)cc1	3%	8%	2%	18%	5%	0%	7%	1	-36%	0%	-1%
CCN(CC)CCNC(=O)c1ccc(NC(=O)C2CCN(S(=O)(=O)c3ccc4c(c3)OCCO4)CC2)cc1	2%	.	0%	0%	.	3%	.	-3	0%	.	1%
Cc1cccc(N2CCN(C(=O)CCCn3c(=O)[nH]c4ccsc4c3=O)CC2C)c1 (configuration not stated)	3%	-2%	2%	3%	?	-3%	2%	-6	-13%	0%	-23%
COC(=O)c1sccc1NC(=S)OC	-3%	.	4%	?	14%	4%	3%	30[activator]	6%	4%	-3%
COc1ccc(-n2c(C)c(C(C)=O)c3cc(OCC(N)=O)ccc32)cc1	-13%	?	2%	0%	29%	0%	4%	4	-5%	-1%	-5%
Cc1ccccc1C(C(=O)NCc1ccccc1)N(Cc1ccco1)C(=O)c1ccccn1 (configuration not stated)	5%	-3%	-1%	-2%	41%	-2%	3%	-9	8%	-2%	-8%
COc1ccc(Cn2c(=O)[nH]c3cc(C(=O)Nc4ccc(N5CCN(C)CC5)cc4)ccc32)cc1	1%	?	-7%	-4%	15%	-7%	-5%	32[activator]	-14%	0%	-3%
Cc1c(C(=O)N(C)CCn2ccnc2C)oc2c(F)cccc12	-1%	-26%	-1%	-2%	-36%	.	-1%	-12	25%	3%	-1%
COc1ccc(/C=C2\SC(=S)N(CCCC(=O)N3CCOCC3)C2=O)cc1OC	-1%	-2%	-18%	0%	-11%	9%	-23%	-9	-21%	0%	-6%
NC(=O)CCN1CCN(CCOC2Cc3cc(Cl)ccc3Sc3ccccc32)CC1 (configuration not stated)	-5%	-6%	3%	0%	19%	-10%	-8%	10	-33%	0%	-4%
O=C(CC(c1ccccc1)c1cc(Br)ccc1O)N1CCCCC1 (configuration not stated)	-3%	.	-3%	-5%	15%	-2%	1%	?	-24%	-1%	-2%
O=C(CN1C(=O)C2C3CC(C(Br)C3Br)C2C1=O)N1CCN(Cc2ccccc2)CC1 (configuration not stated)	1%	.	5%	-1%	7%	0%	?	-21	-2%	0%	-6%
CCOC(=O)C1(C)C=C(Nc2ccc(NC(C)=O)cc2)C(=O)N1c1ccc(NC(C)=O)cc1 (configuration not stated)	-5%	.	0%	0%	13%	-5%	3%	-2	-9%	2%	1%
Cc1ccc(S(=O)(=O)Cn2nnnc2C(C(C)C)N2CCN(c3nc4ccccc4s3)CC2)cc1 (configuration not stated)	-3%	-1%	-3%	0%	?	5%	5%	-11	-42%	0%	-4%
O/N=C1\CCCc2ccccc21	11%	2%	2%	5%	9%	-1%	-13%	-8	-1%	-1%	0%
Cc1cc(=O)oc(C)c1C(=O)NCc1ccco1	0%	-7%	0%	-2%	-1%	-2%	1%	13	4%	3%	0%
CN(C)CCN(C(=O)C1CCCCC1)c1nc2cc3c(cc2s1)OCO3	-5%	.	-1%	-4%	-15%	9%	-7%	8	35%	-5%	5%
CCN(Cc1cc(=O)oc2cc(C)ccc12)c1ccccc1	0%	7%	-3%	-2%	10%	-43%[inhibitor]	1%	-2	-29%	-2%	1%
O=C(CN1c2ccccc2Sc2ccccc21)NNC(=O)Nc1ccc(Cl)cc1	1%	.	0%	2%	18%	-10%	-21%	-3	-57%	3%	-5%
CCOc1ccc2nc(NCCNC(=O)CC)c(C#N)cc2c1	-11%	7%	4%	-3%	16%	-3%	-2%	6	-29%	-4%	6%
COCCCNC(=O)c1cc(Nc2ccc(OC)cc2OC)nc2ccccc12	-6%	-17%	19µM*	12%	20%	-4%	-1%	-2	2%	.	-7%
O=C(NCCCn1ccnc1)c1ccc(OCC(F)(F)F)cc1	-2%	17%	4%	1%	6%	-2%	9%	-5	-12%	.	4%
CCn1c(C(=O)NCCCN2CCc3ccccc3C2)cc2sccc21	-6%	-18%	-2%	2%	?	9%	-3%	7	-48%	-25%	-3%
O=C(NC1CC1)c1ccc2c(c1)N(Cc1ccc(Cl)cc1)CCS2	0%	2%	6%	1%	30%	-1%	-13%	17	-6%	.	-9%
COc1ccccc1CNC(=O)c1cccc(S(=O)(=O)N2CCN(C)CC2)c1	?	1%	-1%	-2%	11%	2%	5%	-4	0%	4%	-1%
CN(C)/C=C/c1[nH]c(=O)[nH]c(=O)c1[N+](=O)[O-]	1%	.	-1%	1%	-3%	-3%	5%	-24	8%	-4%	4%
CCc1nc2ccccc2n1CC(C)C(=O)O (configuration not stated)	-3%	12%	-1%	0%	31%	-4%	-3%	-15	10%	-7%	1%
C=C(C)C(=O)Nc1cccc(C2=NOC3(C2)C[C@@H](C(N)=O)N(C(=O)/C=C/C=C/C)C3)c1 (some centres not stated)	-7%	.	7%	-6%	0%	5%	2%	9	6%	13µM*	1%
N#Cc1ccc(N2CCN(C(=O)c3cccc(F)c3)CC2)c(F)c1	-4%	0%	8%	-3%	-13%	-2%	16%	3	-10%	-2%	-3%
Cc1ccnc(SCCn2c(N3CCN(c4ccccc4)CC3)nc3c2c(=O)[nH]c(=O)n3C)n1	3%	2%	6%	3%	20%	-2%	13%	-12	17%	-3%	-12%
CCn1c(CSc2nc3ccccc3s2)nc2ccccc21	1%	-3%	24µM*	1%	10µM*	5%	?	-10	-52%	-3%	3%
COCCN1C(=O)c2[nH]nc(-c3ccccc3O)c2C1c1ccc(OC)cc1 (configuration not stated)	-10%	.	1%	2%	-1%	-3%	1%	-1	-4%	0%	6%
CCC1(C(=O)OC)CCc2c(cc(OC)c3ccccc23)C1=O (configuration not stated)	-4%	.	-5%	14%	-21%	-5%	6%	9	-29%	-15%	-3%
C[C@@H](CN1C(=O)C(=O)NC[C@@H]1Cc1ccc(O)cc1)NC(=O)Cc1ccccc1	0%	-2%	7%	0%	-1%	.	5%	20	9%	-1%	2%
CC1(C)SC2c3ccccc3C(=O)N2[C@@H]1C(=O)O (some centres not stated)	-13%	?	3%	-1%	-22%	0%	2%	2	5%	.	1%
O=C(Nc1cccc(NC(=O)c2cccs2)c1)c1ccc(F)cc1	-4%[1.84 µM]	65%[activator]	21µM*	0%	41%	0%	7%	2	-12%	.	-5%
COc1cc(NC(=O)c2cc(S(=O)(=O)N3CCc4ccccc43)cn2C)cc(OC)c1OC	-2%	.	3%&5%	-2%	?	10%	-9%	13	-47%	.	19%
CC(O)CNC(=O)Cc1cc(=O)[nH]c(=O)[nH]1 (configuration not stated)	-3%	.	-3%	1%	6%	-1%	-1%	-15	8%	4%	-1%
O=C(COC(=O)CNC(=O)c1ccccc1F)Nc1ccc2c(c1)OCCO2	2%	4%	?	0%	-40%	-11%	3%	7	-5%	-2%	6%
COc1cc(/C=N/NC(=O)c2ccc(O)cc2)ccc1OCC(=O)Nc1cccc([N+](=O)[O-])c1	26%	20%	-3%	?	-2%	.	-13%	-20	21%	17%	10%
COC(=O)c1cccc(-n2c(C)cc(C=O)c2C)c1	-3%	-11%	-1%	-1%	3%	-11%	1%	-3	2%	-4%	-2%
CCOc1ccc(C(=O)N2CCN=C2SC)cc1OCC	3%	11%	-6%	1%	-1%	7%	2%	-7	1%	1%	-5%
COc1ccc(N2CCN(S(=O)(=O)c3ccc(OC)c(C(=O)N4CCCCC4)c3)CC2)cc1	4%	-15%	1%	2%	44%	-5%	-11%	3	-7%	1%	-19%
O=C(Nc1ccccc1Cc1ccccc1)c1oc2ccccc2c1COc1ccccc1	-2%	10%	2%	-2%	-18%	6%	-11%	6	-8%	-2%	0%
